# TNAP pNPP inh: inhibitors of human tissue-nonspecific alkaline phosphatase. P05186. purified TNAP, pNPP hydrolysis, absorbance 405 nm. inhibition, % at 20 µM. 21,000 tested, under 10 active;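 further: 0% = DMSO only wells and 100% = 1 mM levamisole wells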
# Target sequence (P05186 whole entry, looked up): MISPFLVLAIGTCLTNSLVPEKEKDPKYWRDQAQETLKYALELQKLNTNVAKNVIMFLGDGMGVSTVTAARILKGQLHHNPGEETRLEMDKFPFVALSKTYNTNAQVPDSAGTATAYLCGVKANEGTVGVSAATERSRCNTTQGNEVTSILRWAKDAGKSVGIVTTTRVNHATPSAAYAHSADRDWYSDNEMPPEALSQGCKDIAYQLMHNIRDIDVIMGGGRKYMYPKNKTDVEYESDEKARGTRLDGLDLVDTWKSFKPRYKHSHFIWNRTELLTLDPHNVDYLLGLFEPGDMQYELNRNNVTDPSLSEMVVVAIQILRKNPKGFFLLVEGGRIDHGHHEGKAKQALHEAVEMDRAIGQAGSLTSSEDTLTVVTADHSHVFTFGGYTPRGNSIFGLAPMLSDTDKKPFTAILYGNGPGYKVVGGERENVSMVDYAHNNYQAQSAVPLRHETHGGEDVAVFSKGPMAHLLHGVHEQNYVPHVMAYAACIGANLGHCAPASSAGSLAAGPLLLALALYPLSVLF
# TNAP Pi inh: blocks human TNAP phosphate release. inhibition, % at 20 µM. P05186. 21,000 tested, under 10 active. purified TNAP, pNPP, malachite green phosphate absorbance
# * = called active by the depositor.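 How the source made its calls: active means inhibition above 50% at the 20 µM single-dose screen; inactive means the rest.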 These rows are one share of the data; rates above refer to the full screens.
# A first look (two entries):
smiles | TNAP pNPP inh | TNAP Pi inh
CCCCN(C(=O)c1cc(OC)c(OC)c(OC)c1)C1=CC2CCC(C1)N2C (configuration not stated) | 6 | 12
CCC(=O)Nc1cc(C(C)C)c(O)cc1C | 6 | 5

# Main list, from the first entry:
smiles | TNAP pNPP inh | TNAP Pi inh
CCCCN(C(=O)c1cc(OC)c(OC)c(OC)c1)C1=CC2CCC(C1)N2C (configuration not stated) | 6 | 12
CCC(=O)Nc1cc(C(C)C)c(O)cc1C | 6 | 5
Cc1c(C)n(C(=O)CSc2nccn2C)c2ccccc12 | 3 | 8
CN1CCN(C2=NC3(CCCC3)C(C#N)C(=O)N2)CC1 (configuration not stated) | 11 | 14
O=C(CC1c2ccccc2Oc2ccccc21)NCc1ccco1 | 4 | 9
CCOC(=O)C1=C(C)NC(C)=C(C(=O)OCC)C1C(=O)OCC(=O)N1CCc2ccccc2C1 | 4 | -10
CCN(CC(=O)Nc1ccc2c(c1)OCCO2)c1ccc(S(=O)(=O)N2CCOCC2)cn1 | 5 | -19
CCOc1ccccc1NC(=O)c1cccc(NC(=O)c2ccco2)c1 | -2 | 2
Cc1ccc(C)n1NC(=O)c1cccs1 | 5 | -4
CCOC(=O)C1=C(C)NC(SCC(N)=O)=C(C#N)C1c1ccncc1 (configuration not stated) | -1 | 5
O=C(O)c1cccc(NC(=O)c2cccc(NC(=O)C3CCCO3)c2)c1 (configuration not stated) | 4 | 8
CC(C)C(C(=O)NCc1ccco1)N(C(=O)CNS(=O)(=O)c1ccccc1)C1CCCC1 (configuration not stated) | 6 | 13
Cc1cccc(NC(=O)C2CCCN2C(=O)OCC(C)C)c1 (configuration not stated) | 7 | 11
Cc1c(C(=O)N2CCCCCC2)oc2ccccc12 | 6 | 15
O=C1CN(C(=O)c2ccccc2)c2ccccc2N1 | 0 | 0
CCOC(=O)N1CCC(Nc2ncnc3c2cnn3-c2ccc(Cl)cc2)CC1 | 1 | 6
N#CCSc1nnc(-c2ccc(S(=O)(=O)N3CCOCC3)cc2)n1CC1CCCO1 (configuration not stated) | 2 | -8
COC(=O)[C@H](CCSC)NC(=O)NCc1ccc(S(N)(=O)=O)cc1 | 0 | 5
Cc1ccc(-n2c(SCC(=O)OC(C)C)nnc2-c2ccco2)cc1 | 1 | 8
CCOC(=O)C1CCN(C(=O)COc2ccc(S(=O)(=O)NC(C)C)cc2)CC1 | 0 | 9
Cc1cc(C(=O)N2CCN(S(C)(=O)=O)CC2)sc1-c1ccccc1 | 5 | 7
Nc1c(NCc2ccccc2)c2ccccc2oc1=O | 1 | 5
O=C(Nc1ccc2c(c1)nc1n2CCOC1)c1ccccc1 | 8 | 5
O=C1NCC(COCc2ccco2)O1 (configuration not stated) | -5 | 2
O=C(Nc1ccc2c(c1)OCO2)c1cccc(S(=O)(=O)N2CCCC2)c1 | 2 | 9
O=C(CC1SC(=NC2CCCCC2)NC1=O)Nc1ccccc1 (configuration not stated) | 8 | -1
CNC(=O)COC(=O)c1cc(F)c(F)cc1Cl | 1 | 10
CN(C)/C=N/c1sccc1C(N)=O | 0 | 13
Cn1c(=O)c2c(ncn2CC(=O)Nc2ccc(Cl)cc2Cl)n(C)c1=O | 0 | 0
CCCCCNC(=O)Cc1ccc(OC)cc1 | 2 | -18
CC1(C)OC(=O)C(=C2CCCN2)C(=O)O1 | 1 | 9
CCOC(=O)CSc1nc2c(c(=O)n(C)c(=O)n2C)n1CCCc1ccccc1 | -1 | 10
Cc1cccc(OCC(O)Cn2c(NCCCOC(C)C)nc3c2c(=O)[nH]c(=O)n3C)c1 (configuration not stated) | 5 | -4
COc1ccc(/C(O)=C2/C(=O)C(=O)N(CCN3CCOCC3)C2c2ccccn2)cc1 (configuration not stated) | 7 | -10
CC1(C)CC(=O)c2c(Cc3ccccc3)n[nH]c2C1 | 4 | 6
COc1ccc(C2C(C(C)=O)=C(O)C(=O)N2c2nccs2)cc1OC (configuration not stated) | -16 | -11
COc1ccc(C2CC(=O)C3=C(C2)Nc2ncnn2C3c2ccccc2C)c(OC)c1 (configuration not stated) | 2 | 10
CC(=O)N=C1SC2CS(=O)(=O)CC2N1c1ccccc1Cl (configuration not stated) | 1 | 8
CCCc1nnc(NC(=O)c2c(O)c3c([nH]c2=O)CCCC3)s1 | 0 | 0
Cc1ccc(C2CC(c3cccs3)n3nc(N)nc3N2)cc1 (configuration not stated) | 0 | 0
Cc1ccc(N2CCN(C(=O)N3CCCC3)CC2)cc1Cl | 6 | 14
Oc1ccccc1-c1cc(C(F)(F)C(F)F)nc(-c2ccccc2)n1 | 4 | 10
Cc1cccc2cc(CN(CC3CCCO3)C(=O)c3cccnc3)c3nnnn3c12 (configuration not stated) | 2 | -9
Cc1nc2ccc(F)cc2cc1C(=O)NC(C)C | 0 | 6
OCCN(Cc1ccccc1)Cc1ccccc1F | 6 | 8
CC(=NC1CCCC1)c1c(C)[nH]n(-c2nc3ccccc3s2)c1=O | 3 | 8
Cc1nn(Cc2ccc(F)cc2)c(C)c1NC(=O)c1cnn2cccnc12 | 6 | 12
CCCCN(C)C(=O)C1CCN(CCCc2ccccc2)CC1 | 7 | 10
Cc1ccc(-c2nc3ccccc3n3nnnc23)cc1 | 0 | 0
CCOC(=O)C1=C(c2ccccc2)NC(SCC(=O)Nc2ccccc2C)=C(C#N)C1c1ccco1 (configuration not stated) | 5 | 10

# A portion of the results above, for reference:
smiles | TNAP pNPP inh | TNAP Pi inh
Cc1nn(Cc2ccc(F)cc2)c(C)c1NC(=O)c1cnn2cccnc12 | 6 | 12
CCCCN(C)C(=O)C1CCN(CCCc2ccccc2)CC1 | 7 | 10
Cc1ccc(-c2nc3ccccc3n3nnnc23)cc1 | 0 | 0
CCOC(=O)C1=C(c2ccccc2)NC(SCC(=O)Nc2ccccc2C)=C(C#N)C1c1ccco1 (configuration not stated) | 5 | 10

# Next section:
smiles | TNAP pNPP inh | TNAP Pi inh
CN(C)C(=O)CSc1nc(SCC(=O)N(C)C)n(-c2ccccc2)n1 | 5 | 12
O=C1CCC(=O)c2oc3ccccc3c2N1 | -17 | -1
O=c1c2ccccc2nc(-c2ccccc2)n1Cc1ccco1 | 6 | 16
Cc1ccc2c(c1)[nH]c1c(N3CCN(Cc4ccccc4)CC3)ncnc12 | 5 | 9
O=C1C2ON(c3ccccc3)C(c3cccnc3)C2C(=O)N1Cc1ccccc1 (configuration not stated) | 5 | 9
CC(C)CCN(C(=O)CNC(=O)c1ccco1)C(C(=O)NC1CCCCC1)c1ccco1 (configuration not stated) | 4 | 8
O=S(=O)(c1ccccc1F)N(Cc1ccco1)Cc1nnc(-c2ccccc2Br)o1 | 6 | 2
N#CC1=C2C=Cc3ccccc3N2CCCC1=O | -4 | 5
CCc1ccc(C(=O)N2CCN(c3ccc(F)cc3)CC2)s1 | 0 | 4
CCc1ccccc1N(CC(=O)Nc1cccc(N(C)S(C)(=O)=O)c1)S(C)(=O)=O | 2 | 6
COc1cc(OC)cc(-c2cc3nc4c(c(N5CCN(c6cnccn6)CC5)n3n2)CCCC4)c1 | 2 | 5
COCCCNC(=O)c1c(N)n(/N=C/c2cccs2)c2nc3ccccc3nc12 | 3 | 8
OC(CNCC(c1ccco1)N1CCCCC1)c1ccccc1 (configuration not stated) | 2 | 0
O=C(Nc1ccon1)c1ccc(S(=O)(=O)N2CCCCCC2)cc1 | 4 | 6
Cc1ccc(OCC(=O)N(C)CCc2ccccn2)cc1 | 3 | 9
c1ccn(-c2ncnc3sc4c(c23)CCCC4)c1 | 6 | -3
N#CC(C(=O)Nc1ccc(Cl)cc1)=C1Nc2ccccc2N1 | 5 | 4
CCC1CCCCN1C(=O)Nc1cccc(NC(=O)N2CCCCC2CC)c1 (configuration not stated) | 1 | 6
CCn1c(SCc2c(F)cccc2Cl)nnc1-c1ccco1 | 5 | 10
O=C1C2(c3ccccc3)CN(CCCO)CC1(c1ccccc1)CN(CCCO)C2 | 5 | 11
Cn1c(SCc2nc3ccccc3[nH]2)nnc1-c1ccccn1 | 1 | 8
O=C(CN(CC1CCCO1)C(=O)CCC(=O)Nc1nccs1)NCc1ccc2c(c1)OCO2 (configuration not stated) | 2 | 7
CN1Cc2sc(N)c(C#N)c2CC1(C)C | 2 | 6
Cc1ccc(C)c(-n2c(SCC(=O)NCC3CCCO3)nnc2-c2ccoc2C)c1 (configuration not stated) | -9 | -3
C=CCSc1nnc(NC(=O)CSc2nc3ccccc3o2)s1 | -8 | -4
CCCn1c(N)c(C(=O)CSc2nnc(-c3ccco3)n2Cc2ccccc2)c(=O)[nH]c1=O | 5 | 11
Cc1cc(C)cc(N(CC(=O)NCc2ccc3c(c2)OCO3)C(=O)CCC(=O)Nc2ccccn2)c1 | -12 | -2
CN(C)CCCOC(=O)c1ccc(Cl)cc1Cl | -7 | -10
CCN1C(=O)/C(=C\N2CCN(c3ccccc3)CC2)SC1=S | 8 | 10
CC(=O)N1CCC(O)(c2cccc(C(F)(F)F)c2)CC1 | 4 | 16
CCCCCSc1nc(C)c(CC(=O)O)c(=O)[nH]1 | 2 | -8
C1CN(c2nc3nonc3n3nnnc23)CCO1 | 4 | 16
Cn1c(SCC(=O)NCc2ccc(F)cc2)nc2ccccc21 | 6 | 6
O=S(=O)(NCc1ccccn1)c1ccc(F)cc1 | 6 | 10
Oc1ccc2c(c1)C1CCCC1(N1CCOCC1)O2 (configuration not stated) | 2 | -15
N#Cc1c(SCC(=O)O)nc(N2CCCCC2)c2c1CCCC2 | -4 | -28
O=c1c2ccccc2nc(SCc2cn3ccsc3n2)n1-c1ccccc1 | 3 | 16
CCCCOC(=O)CSc1nc(N)c(C#N)c(-c2ccc(OCC)cc2)c1C#N | -2 | 8
CC(C)CCOc1ccc(C(=O)NCCC(=O)N2CCOCC2)cc1 | 5 | 8
CCC(=O)N1CCN(c2ccccc2NC(=O)COc2cc(C)ccc2C(C)C)CC1 | -6 | -6

# One compound at a time, as listed above. Order of values: TNAP pNPP inh	TNAP Pi inh
# CCCCOC(=O)CSc1nc(N)c(C#N)c(-c2ccc(OCC)cc2)c1C#N reads -2	8
# Cn1c(SCC(=O)NCc2ccc(F)cc2)nc2ccccc21 reads 6	6
# O=c1c2ccccc2nc(SCc2cn3ccsc3n2)n1-c1ccccc1 reads 3	16
# CC(C)CCOc1ccc(C(=O)NCCC(=O)N2CCOCC2)cc1 reads 5	8
# O=S(=O)(NCc1ccccn1)c1ccc(F)cc1 reads 6	10

# More entries
smiles | TNAP pNPP inh | TNAP Pi inh
COCCCN(C(=O)c1ccco1)c1nc(-c2cc(OC)ccc2OC)cs1 | 6 | 9
CC(C)CNC(=O)NC1C(NC(=O)NCC(C)C)N(C)C(=O)N1C (configuration not stated) | 3 | 13
CCC(=O)N1CCN(c2cc3c(cc2F)c(=O)c(C(=O)O)cn3CC)CC1 | 4 | 7
CN1CCN(C(=O)CN(c2cccc(Cl)c2)S(=O)(=O)c2ccccc2)CC1 | 4 | 8
COc1ccc(N2C(=O)CC(Sc3ncn[nH]3)C2=O)c(OC)c1 (configuration not stated) | -11 | 0
CN1C(=O)C2(Nc3ccccc3-c3nc4ccccc4n32)c2ccccc21 (configuration not stated) | 1 | 4
O=C(CCN1CCN(Cc2ccccc2)CC1)Nc1cccc(Cl)c1 | 0 | 8
O=C(NCc1ccco1)C(Cc1ccccc1)N1C(=O)C2C3C=CC(C3)C2C1=O (configuration not stated) | 5 | 23
C=CCOc1ccc(C2/C(=C(\O)c3ccc(F)cc3)C(=O)C(=O)N2CCCN(C)C)cc1 (configuration not stated) | 2 | 8
CC(NC(=O)Nc1nccs1)(C(F)(F)F)C(F)(F)F | 2 | 1
CCCN1C(=O)SC(CC(=O)Nc2ccccc2)C1=O (configuration not stated) | -5 | -12
Cc1ccc(S(=O)(=O)N(C)CCCC(=O)N2CCN(C=O)CC2)cc1 | 0 | 6
CCOC(=O)CN(C(=O)CSc1nnc(-c2cccc(OC)c2)o1)c1ccc(F)cc1 | 5 | 4
O=C(C1CCCO1)N(Cc1ccccc1)c1ccccc1 (configuration not stated) | 3 | 10
O=C(c1oc2ccccc2c1N1CCCCC1)N1CCCCC1 | 4 | 11
CSCCC(NC(=O)c1ccc(=O)n(C)n1)c1nc2ccccc2[nH]1 (configuration not stated) | 0 | 7
CCOC(=O)c1oc2ccccc2c1CN1CCOCC1 | 4 | 6
CCN(Cc1ccccc1)S(=O)(=O)c1ccc(S(=O)(=O)N2CCN(C)CC2)cc1 | 8 | -14
O=C(O)CSc1nnc(-c2cccnc2)n1Cc1ccccc1 | 2 | 6
CCOC(=O)CCNCC1COc2ccccc2O1 (configuration not stated) | -9 | -4
CCCn1c(=NC(=O)c2ccncc2)c(C#N)cc2c(=O)n3cccc(C)c3nc21 | 1 | 3
O=c1c2ccccc2nc2n1-c1ccccc1CCC2 | 3 | 2
C[C@]12CC[C@@H]3c4ccc(O[C@@H]5O[C@H](C(=O)O)[C@@H](O)[C@H](O)[C@H]5O)cc4CC[C@H]3[C@@H]1C[C@@H](O)[C@@H]2O | 1 | 4
COc1ccc(OC)c(NC(=O)C2CCCC2)c1 | 5 | 19
O=C(c1ccc(Br)o1)N1CCN(C/C=C/c2ccccc2)CC1 | 7 | 10
COc1ccc(C(=O)CCN2CCCCCC2)cc1 | 5 | 10
COc1ccc(CC(=O)Nc2cc(C)on2)cc1 | 3 | 8
Cn1c(CCC(=O)Nc2ccc(N3CCOCC3)cc2)nc(=O)c2ccccc21 | 5 | 7
Cc1cc(C)n(CC2CC(=O)N(c3ccc(F)c(Cl)c3)C2=O)n1 (configuration not stated) | 4 | 5
CCOC(=O)c1c(NS(=O)(=O)c2cccc(OC)c2)sc2c1CCC2 | 2 | -17
Cc1ccnc(N2CCN(c3cc(C)c(C#N)c4nc5ccccc5n34)CC2)c1 | 1 | 12
N#Cc1cc(-c2ccccc2)oc1NC(=O)c1ccco1 | 7 | 9
COc1ccc(C)cc1S(=O)(=O)Nc1ccccc1C | 2 | 10
COc1ccc(Cl)cc1C(=O)CSc1nc(N)cc(N)n1 | 0 | 14
O=C(O)CSCC(=O)NCc1ccccc1 | 4 | -5
CCOc1ccc(-n2cnnn2)cc1S(=O)(=O)N1CCCCC1 | 0 | 0
O=C1c2ccc(Oc3ccc4c(c3)C(=O)N(CCCCO)C4=O)cc2C(=O)N1CCCCO | 6 | 2
c1cc(-c2nc3cc(Cc4ccc5oc(-c6ccncc6)nc5c4)ccc3o2)ccn1 | 3 | 8

# High-throughput results (PubChem)
